mHTT CaM bind – mutant huntingtin-calmodulin interaction inhibitors – biochemical, AlphaScreen, primary screen; P42858; AlphaScreen His-mHTT/GST-CaM binding, luminescence; inhibition, % at 15 µM; hit rate 3.6% among 190,000; AID 1671202, 2021;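 further: 0% = both proteins with DMSO and 100% = one protein alone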
Pf apPOL inh – Pf-apPOL inhibitors, biochemical, fluorescence; Plasmodium falciparum apicoplast DNA polymerase (apPOL); Recombinant Pf-apPOL, molecular beacon fluorescence, 1.5 h; inhibition, % at 10 µM; hit rate 0.25% among 210,000
* hit, by the source's call; x = not tested or not shown; & = joins results of further samples. No stated cut-off is given here; in the data, active means inhibition above about 50%; inactive means the rest. These rows are one share of the data (hit frequency here may not be typical).

SMILES	mHTT CaM bind	Pf apPOL inh
CC(C)CSc1nsc2nc(=O)c(C=C3C=CC(=O)C(O)=C3)c(N)n12	47	-9
O=C(O)c1cnc2ccccc2c1	-1	2
Cc1cc(=O)n(CC(=O)Nc2ccccc2F)c(N2CCCC2)n1	-8	0
O=C(Nc1ncccc1Cl)C(Sc1ccccc1)c1ccccc1 (centres undefined)	-22	3
CCOC(=O)c1ccc(NC(=O)CSc2nncn2-n2cccc2)cc1	-16	-1
Cn1cnc(SCC(=O)N2c3ccccc3C(C)(c3ccccc3)CC2(C)C)n1 (centres undefined)	19	0
COC(=O)c1cc(S(=O)(=O)N2CCC(CN3CCc4ccccc4C3)CC2)c[nH]1	-4	-4
O=C1/C(=C/c2ccc(O)cc2)Sc2ccccc21	19	1
Cc1ccc(-n2c(SCC(=O)N3CCCC3)nc3n[nH]c(C)c3c2=N)cc1C	39	0
Cc1cc(NC(=O)c2ccc(F)cc2)ccc1Br	-7	6
O=c1c(-c2nc3ccccc3s2)c(C(F)(F)F)oc2cc(O)ccc12	8	-3
CCOc1ccc(CCNC(=O)CCS(=O)(=O)Cc2ccccc2C)cc1OCC	1	-16
Cc1ccsc1/C=C1\CCC(C2CCCC2)C1=O (centres undefined)	-42	2
Cc1ccc(C2CC(c3ccccc3)Nc3ncnn32)cc1 (centres undefined)	-1	1
CC1CCN(Cc2nc(C(=O)NCC3CC3)co2)CC1	-1	-1
O=C(Nc1nc(-c2ccc(Cl)s2)cs1)c1ccco1	0	6
O=C(NCc1ccccc1)N1CCC(c2nc(-c3ccccc3)no2)C1 (centres undefined)	0	-18
Cc1ccccc1C(NC(N)=O)c1ccccc1 (centres undefined)	-9	-4
COc1ccc(CNc2oc(COc3ccccc3Cl)nc2C#N)cc1	10	-11
O=C1CSC(c2ccc([N+](=O)[O-])cc2)N1C1CCCCC1 (centres undefined)	2	-8
Clc1ccccc1OCCSc1nc2ccccc2[nH]1	-16	0
O=S(=O)(Cc1ccccc1)N1CCN(c2ccccc2F)CC1	-2	-3
O=C(OCCN1CCOCC1)C1(c2ccccc2)CCCCC1	x	-6
CCCC1CCC2(CC1)CC[C@@H]2OC(=S)Nc1cccc(C(F)(F)F)c1 (some centres undefined)	3	-1
CC(C)c1c(C2CCN(C(=O)COCc3ccccc3)CC2)noc1N	3	-5

The list goes on:
SMILES	mHTT CaM bind	Pf apPOL inh
CCN1CN=C(SCc2ccc(C)cc2)NC1	x	-2&-1
Cc1ccc(F)cc1NC(=O)Cn1cnc2c(-c3ccc(F)cc3)csc2c1=O	-10	4
Fc1ccc(-c2noc(-c3ccc(N4CCCCCC4)nc3)n2)cc1	-13	-3
Cc1nnc(-c2ccc3ccn(CC(=O)N4CCCc5ccccc54)c3c2)o1	44	4
Cc1ccnc(N2CCCC(C(=O)Nc3ccc(Br)cc3C)C2)n1 (centres undefined)	-2	-3
CC(C)CC1C(=O)N(Cc2cn(Cc3ccco3)nn2)CCS(=O)(=O)N1Cc1ccc(-c2ccc(Cl)c(Cl)c2)cc1 (centres undefined)	98*	-1
Cc1ccccc1CN1CCN(C(=O)c2ccco2)CC1	-5	-1
CCOC(=O)C(C)Oc1ccc2c(=O)c(-c3ccc4c(c3)OCCCO4)c(C)oc2c1 (centres undefined)	10	5
CC1=C(C#N)C(C)(C)C(C#N)=C(C)N1	-11	-4
CC(C)Cn1cc(C=O)c2ccccc21	-8	-7
Cn1c(=O)c2[nH]c(-c3ccccc3)nc2n(C)c1=O	-8	2&-3
Cn1nc(C(=O)NCc2ccc(Cl)cc2)c2c1CCN(C(=O)Cc1ccccc1)C2	95*	2
Cn1c(C(O)c2cc(C(C)(C)C)c(O)c(C(C)(C)C)c2)nc2ccccc21 (centres undefined)	16	-1
CCCc1cc(C2CCCN2C(=O)c2c(C)noc2C)no1 (centres undefined)	2	2
CN(C)c1ccc(C2(C)Oc3ccccc3C(=O)N2c2ccccc2)cc1 (centres undefined)	15	-3
O=c1oc2cc(O)ccc2c2c1CCC2	-1	-3
COc1ccc(CNS(=O)(=O)c2cccc([N+](=O)[O-])c2)cc1	4	-33
CC(=O)c1ccc(NC(=O)c2cccc(OC(C)C)c2)cc1	-1	-6
O=C(Nc1ccc(F)cc1)c1cccnc1N1CCCCC1	-10	-1
O=C(O)CCNC(=O)c1ccco1	1	6
COc1cccc(CNC(=O)C(=O)Nc2ccc(C)c(Cl)c2)c1	-3	-3
CCS(=O)(=O)Nc1ccc(C2(C(=O)NCc3ccccc3F)CCCCC2)cc1	-11	-2
COc1cc(OC)c(NC(=O)N2CCn3cccc3C2Cc2ccccc2)cc1Cl (centres undefined)	26	-6
CCCN(CCC)Cc1c(O)ccc2c1OC(=Cc1cccnc1)C2=O	4	-12
Cc1nc(N=C(N)NC(=O)COc2ccc(Cl)cc2)nc2ccccc12	9	9

Taken from above:
For mHTT CaM bind, `Cn1nc(C(=O)NCc2ccc(Cl)cc2)c2c1CCN(C(=O)Cc1ccccc1)C2` is entered as 95*
For Pf apPOL inh, `CCN1CN=C(SCc2ccc(C)cc2)NC1` is entered as -2&-1
For Pf apPOL inh, `COc1cccc(CNC(=O)C(=O)Nc2ccc(C)c(Cl)c2)c1` is entered as -3
For mHTT CaM bind, `Cn1c(C(O)c2cc(C(C)(C)C)c(O)c(C(C)(C)C)c2)nc2ccccc21` (centres undefined) is entered as 16

The list continues.
SMILES	mHTT CaM bind	Pf apPOL inh
COc1ccc(C2=NN3C(=O)CC(=O)N=C3S2)cc1	4	-6
CC(NC(=O)COc1ccc([N+](=O)[O-])cc1)c1ccccc1 (centres undefined)	-3	5
COc1ccc(NC(=O)C(C#N)=Cc2ncc([N+](=O)[O-])n2C)c(OC)c1	x	-3
Cc1cc2c(N3CCCC(C(=O)NCCN4CCCCCC4)C3)nccc2s1 (centres undefined)	100*	-5
O=C(COc1ccc([N+](=O)[O-])cc1)NCc1ccccc1	-4	-7
COc1ccc(/C=C2\SC(=O)N(CNc3ccc(Cl)cc3)C2=O)cc1	23	-2
O=c1[nH]cnc2scc(-c3ccc4ccccc4c3)c12	x	-6
O=C(CN1CCC2(CC1)N=C(c1cccc(F)c1)C(=O)N2)Nc1cccc(Cl)c1	10	4
Cc1cc(C(=O)NCc2ccc(C)o2)c2cccc(-c3cccs3)c2n1	-56	5
COc1cccc(C(=O)Nc2c3c(nn2-c2ccccc2)CCC3)c1OC	1	0
CC(C)n1c(C2CCN(C(=O)Nc3ccc(Cl)cc3F)C2)nc2ccncc21 (centres undefined)	9	-5
CC1=NN(C)C(=O)C1=CN(C)C	x	8
CCC(=O)Nc1c2c(nn1-c1cccc(Cl)c1)CS(=O)(=O)C2	3	-4
CC(=O)N1CCc2cc(N3CC(C(=O)NCc4ccccc4C(F)(F)F)CC3=O)ccc21 (centres undefined)	5	-3
O=C(O)c1ccccc1C(=O)NCc1c(Cl)cccc1Sc1ccc(Cl)cc1	x	-4
Cc1nc(SCC(=O)Nc2ccccc2Br)cc(-c2ccncc2)n1	-4	-1
CCN1C(=O)CCC2(CNC(=O)c3ccco3)CCCC12 (centres undefined)	-15	-1
CCCCC(CC)C(=O)NCC1CCCO1 (centres undefined)	-13	x
CC(=O)c1ccc(NC2=C(N3CCCC3)C(=O)c3ccccc3C2=O)cc1	86*	-6
CCn1c(SC)nnc1-c1nn(C)c2c1CN(C(=O)c1cccc(C)c1)CC2	0	-6
O=C(O)CCCC(=O)NC1CCCCCC1	0	-2
O=C(Nc1ccc(OC(F)(F)F)cc1)c1ccc(=O)n(Cc2cccc(Cl)c2)c1	-25	-10
COc1ccc(NC(=O)CSc2nnnn2-c2ccccc2)c([N+](=O)[O-])c1	3	-1
Cc1nc(-c2ccccc2)[nH]c(=O)c1CC(=O)O	2	0
Cc1n[nH]c(C)c1-c1cccc([N+](=O)[O-])c1	15	-10

Of the compounds above, these contain two or more sulfur atoms.
SMILES	mHTT CaM bind	Pf apPOL inh
CC(C)CSc1nsc2nc(=O)c(C=C3C=CC(=O)C(O)=C3)c(N)n12	47	-9
O=C(Nc1nc(-c2ccc(Cl)s2)cs1)c1ccco1	0	6

The listing picks up, repeating the two entries before the break.
SMILES	mHTT CaM bind	Pf apPOL inh
Cc1nc(-c2ccccc2)[nH]c(=O)c1CC(=O)O	2	0
Cc1n[nH]c(C)c1-c1cccc([N+](=O)[O-])c1	15	-10
CCOCc1nnc(NC(=O)C(C)(C)C)s1	-5	x
COc1ccc2c(c1)nc(SCc1ccccc1)n2C	-16&-25	-4&3
CC(C)(C)N1Cc2nnn(Cc3ccccc3)c2-c2cc(N3CCCC3)ccc2S1(=O)=O	-20	-6
COCCn1c(C2CCN(C(=O)c3ccc(Cl)s3)C2)nc2cccnc21 (centres undefined)	2	-2
Cc1cccc(NC(=O)N2CCC(c3nc(C(=O)N4CCCC4)c(C)o3)CC2)c1C	8	2
Cc1cc(C(N)=NOC(=O)c2cccc(Cl)c2)no1	x	-2
O=C(NCc1cccnc1)c1ccn2c(-c3cccc(Cl)c3)nnc2c1	2	0
CCOc1ccc(C(C)(N)C(=O)O)cc1 (centres undefined)	-8	-5
COc1ccc(C(=O)Nc2ncccc2Cl)cc1	-2	1
CC(C)n1cc(C2=CCN(S(=O)(=O)Cc3ccccc3)CC2)c2cccnc21	1	-3
CC(=O)N1CCc2cc(N3CC(C(=O)Nc4ccc(F)cc4F)CC3=O)ccc21 (centres undefined)	2	-2
O=C(Cn1cnc2c(-c3ccc(Cl)cc3)csc2c1=O)NC1CCCC1	0	-2
COc1ccc(CN(C)C2CCCCC2)cc1C	3	-12
CCOc1ccc(CCN2C(=O)CCC2(C)C(=O)NC2CCCCCC2)cc1OCC (centres undefined)	37	-10
COc1cc(C=NNC(=S)Nc2cc(Cl)ccc2Cl)ccc1OS(=O)(=O)c1ccc(C)cc1	x	-6
CCOC(=O)C(Sc1nc(N)c(NC(=O)c2ccco2)c(=O)[nH]1)C(=O)OCC	-22	-7
Cc1nc2ccccc2n1CCOc1ccc(Br)cc1	30	-7
COc1ccc(N(C)S(=O)(=O)C2CCS(=O)(=O)C2)cc1 (centres undefined)	-3	x
O=[N+]([O-])c1cc(Oc2ccc(Br)cc2)cc(Oc2ccc(Br)cc2)c1	-4	x
CCC(=O)NCc1csc(C2CCN(C(=O)c3ccc(F)c(F)c3)CC2)n1	-10	-4
Cn1cccc1CN(C(=O)Nc1ccccc1C(F)(F)F)C1CC1	5	-4
Cc1nc2c(c(=O)n1CC(=O)Nc1ccc3c(c1)OCO3)CCN(Cc1ccccc1)C2	15	-4
Cc1c(C=O)c2ccccc2n1CC(=O)O	2	6
Cc1nn(C(CC(=O)O)C(=O)O)c(C)c1I (centres undefined)	-2	-3
CCOc1ccc(C(=O)Nc2nnc(C)s2)cc1	-1	-1

The list goes on.
SMILES	mHTT CaM bind	Pf apPOL inh
Cc1ccccc1-c1nc(-c2ccc(N3CCSCC3)nc2)no1	4	-5
CS(=O)(=O)N1CCCC1C(=O)N(Cc1ccccc1)c1nc2c(Cl)cccc2s1 (centres undefined)	8	-3
CC1CCN(S(=O)(=O)N2CCCC(C(=O)NCC3CCCO3)C2)CC1 (centres undefined)	-9	-7
COCCn1c(C2CCN(C(=O)c3ccc(Br)cc3)C2)nc2cccnc21 (centres undefined)	0	0
CC1CCn2c(nc3cc(C(=O)N4CCN(c5ncccn5)CC4)ccc32)C1 (centres undefined)	7	-8
CCCCN1CN2Cc3cc(OC)ccc3C2CS1(=O)=O (centres undefined)	33	-2
Cc1onc(-c2c(Cl)cccc2Cl)c1NC(=O)NNc1ncccc1-n1cccc1	x	-10
CC(C)CNC(=O)C1CN(C(=O)c2ccc(F)cc2)CC1c1ccc(F)cc1 (centres undefined)	4	-7
CN(CCO)S(=O)(=O)c1ccc2c(c1)C(=O)c1cc(S(=O)(=O)N(C)CCO)ccc1-2	2	-10
CC1(C)CC(=O)C2=C(C1)N(c1ccc(F)cc1)C(N)=C(C#N)C2c1cccs1 (centres undefined)	30	-1
CCOc1ccc2nc(NC(=O)C(CC)CC)sc2c1	-13	-5
CCCc1nnsc1C(=O)Nc1ccc2c(c1)C(=O)N(C)CCO2	-16	-9
CCc1ccc(N2C(=O)C3N=NN(c4cccc(C)c4C)C3C2=O)cc1 (centres undefined)	0	-2
Cc1ccc(CSc2nnc(N)s2)cc1	x	-5&-7
O=C(O)COc1ccc(/C=C2\NC(=O)N(Cc3ccc(F)cc3)C2=O)cc1Br	16	-2
O=C(CSc1ccc(-n2cccn2)nn1)NCc1ccco1	-16	-3
NC(=O)c1oc2ccccc2c1NC(=O)c1cccc(Br)c1	6	-4
O=C(Nc1nccs1)c1cc2cc(Br)ccc2oc1=Nc1ccc(F)cc1	-2	-3
CCNc1cc(N2CCCC(CCC(=O)NCCN(C)C)C2)ncn1 (centres undefined)	-5	-5
NC(=O)c1ccc(N=c2oc3c(Cl)cc(Cl)cc3cc2C(N)=O)cc1	1	-6
Cc1ccccc1CNC(=O)c1ccc(NC(=O)C2CC2)cc1N1CCOCC1	4	2
Oc1ccc(C(c2ccc(O)cc2)C(Cl)(Cl)Cl)cc1	5	-13
C=CCN[C@H]1CCC12CCC(c1ccccc1)CC2 (some centres undefined)	-3	-8
Cc1ccc(-c2nn(-c3ccccc3)cc2C2SCC(=O)N2Cc2ccccc2)o1 (centres undefined)	94*	4
CS(=O)(=O)c1scc(-c2cccs2)c1C#N	x	2
Cc1nn(C)cc1S(=O)(=O)NC(C)CCc1ccccc1 (centres undefined)	-12	-7
O=C(Nc1ccc(Cl)cc1)c1cc(S(=O)(=O)NC2CCCCCC2)ccc1F	22	78*

Copied from the results shown (4 entries):
SMILES	mHTT CaM bind	Pf apPOL inh
O=C(CSc1ccc(-n2cccn2)nn1)NCc1ccco1	-16	-3
NC(=O)c1oc2ccccc2c1NC(=O)c1cccc(Br)c1	6	-4
O=C(Nc1nccs1)c1cc2cc(Br)ccc2oc1=Nc1ccc(F)cc1	-2	-3
CCNc1cc(N2CCCC(CCC(=O)NCCN(C)C)C2)ncn1 (centres undefined)	-5	-5
